PfHsp90 yeast 2: growth inhibition of yeast expressing Plasmodium Hsp90 | S. cerevisiae expressing PfHsp90, BacTiter-Glo ATP, 48 h; yeast lacking PDR1 and PDR3 efflux regulators | inhibition, % at 9.4 µM | 310,000 tested, 0.32% active;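 active = every replicate shows inhibition above about 80%, whatever the replicate mean, limit read from the data; inconclusive = mean inhibition reaches the set limit but some replicate falls short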;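 also: 0% = DMSO neutral controls and 100% = 20 µM radicicol positive controls; yeast relying on Plasmodium falciparum Hsp90 in place of its own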
dFosB activator: activators of mouse delta FosB homodimer | P13346 | purified delta FosB, TAMRA-CDK5 oligo fluorescence polarization; percent of positive-control signal above neutral wells | activation, % at 25 µM | 340,000 tested, 0.99% active | AID 493131;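 active = mean activation above about 17%, with every replicate also reaching it, limit read from the data, passing the limit was not always enough; inconclusive = only one of the two conditions met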;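 also: fluorescence polarization rise as delta FosB binds a TAMRA Cdk5 AP-1 oligo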
MITF act: activators of MITF-driven TRPM1 promoter activity in SK-MEL-5 cells | activation, % at 12.5 µM | AID 588334 | 300,000 tested, 0.75% active | SK-MEL-5 TRPM1-promoter luciferase, 24 h; % of positive control, neutral wells = 0;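 active = mean activation of at least 80% with every replicate also reaching 80%; inconclusive = mean reaches 80% but some replicate falls short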;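 also: 0% = neutral control wells and 100% = parthenolide positive control wells; values of inactives mirror those of a sister screen read the other way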
CAL PDZ FP-1: CAL PDZ (human) peptide binding inhibition | 300,000 tested, 0.92% active | inhibition, % at 24.9 µM | purified CAL PDZ, TMR-peptide fluorescence polarization, 1 h | AID 602252 | Q9HD26;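 active = mean inhibition of at least 30% with at least half of replicates also reaching 30%; inconclusive = no clear call, values can overlap the other calls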;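 also: 0% = DMSO neutral control and 100% = excess unlabeled competitor peptide PRC23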
CAL PDZ FP-2: blocks peptide binding to human CAL PDZ domain; Q9HD26; purified CAL PDZ, TMR-peptide fluorescence polarization, 1 h; inhibition, % at 20 µM; 330,000 tested, 0.02% active; AID 504414;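 active = highest replicate inhibition of at least 40%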;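 also: plate controls were DMSO neutral control wells for no effect and unlabeled competitor peptide control wells for full effect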
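Material – purified CerCALP PDZ construct · Detection – FP readout, S and P plane fluorescence · Measure – percent inhibition from loss of millipolarization · Controls – unlabelled peptide for full inhibition, DMSO wells as neutral · Probe or stimulus – TMR-labelled reporter peptide T*-PRC34 bound in PDZ groove · Times – 1 h at RT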
PvdQ acylase: P. aeruginosa PvdQ acylase inhibition; purified PvdQ acylase, fluorescence plate reader; inhibition, % at 10 µM; 340,000 tested, 0.063% active; in the data active = inhibition above about 30%, passing the limit was not always enough; inconclusive = no clear call, values can overlap the other calls;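 also: 0% = vehicle neutral wells and 100% = reference inhibitor wells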
Rtt109 Vps75: inhibitors of Candida albicans Rtt109/Vps75 histone acetyltransferase; purified Rtt109/Vps75, ThioGlo CoA-SH fluorescence, 4 h; AID 540336; inhibition, % at 34.9 µM; 330,000 tested, 0.16% active; Q5AAJ8;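 active = inhibition of at least 50% in every replicate; inconclusive = best replicate reaches 50% inhibition but some replicates fall short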
SR-BI DiI-HDL act: activators of SR-BI mediated HDL lipid uptake. 320,000 tested, 0.096% active. CHO ldlA[mSR-BI] cells, DiI-HDL uptake fluorescence, 3 h; 100 = double the neutral-control signal. AID 504775. activation, % at 12.5 µM;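 active = mean replicate activation of at least 60% and every replicate at or above 60%; inconclusive = mean or all-replicate condition met, but not both; inactive = mean below 60% and not all replicates reaching 60%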;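 also: 0% = median plate neutral-control signal and 100% = twice that signal; values of inactives mirror those of a sister screen read the other way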
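Material: SR-BI-overexpressing, LDLR-lacking CHO cells | Dosing: Single compound concentration, delivered by pin transfer | Probe or stimulus: Labelled HDL, 10 µg/mL | Signal: Bottom-read cell fluorescence after medium removal, ex 550/em 595 nm | Schedule: 3 h, 37 °C | Evaluation: HDL uptake via cellular fluorescence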
SR-BI HDL uptake: inhibitors of mouse SR-BI mediated HDL lipid uptake; Q61009; ldlA[mSR-BI] CHO cells, DiI-HDL uptake fluorescence, 3 h; 320,000 tested, 0.96% active; inhibition, % at 12.5 µM; AID 488896;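 active = mean replicate inhibition of at least 70% and a set share of replicates each scoring 70 or more; inconclusive = meets just one of the two criteria; inactive = fails both criteria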;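 also: 0% = median of neutral control wells and 100% = median of positive control wells; values of inactives mirror those of a sister screen read the other way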
NSD2 HMT inh: NSD2 (human) methyltransferase inhibition. 310,000 tested, 0.54% active. NSD2 peptide methylation, AlphaScreen, 120 min. inhibition, % at 12.5 µM. O96028; in the data active = inhibition above about 50%
Target sequence (O96028 whole entry, looked up): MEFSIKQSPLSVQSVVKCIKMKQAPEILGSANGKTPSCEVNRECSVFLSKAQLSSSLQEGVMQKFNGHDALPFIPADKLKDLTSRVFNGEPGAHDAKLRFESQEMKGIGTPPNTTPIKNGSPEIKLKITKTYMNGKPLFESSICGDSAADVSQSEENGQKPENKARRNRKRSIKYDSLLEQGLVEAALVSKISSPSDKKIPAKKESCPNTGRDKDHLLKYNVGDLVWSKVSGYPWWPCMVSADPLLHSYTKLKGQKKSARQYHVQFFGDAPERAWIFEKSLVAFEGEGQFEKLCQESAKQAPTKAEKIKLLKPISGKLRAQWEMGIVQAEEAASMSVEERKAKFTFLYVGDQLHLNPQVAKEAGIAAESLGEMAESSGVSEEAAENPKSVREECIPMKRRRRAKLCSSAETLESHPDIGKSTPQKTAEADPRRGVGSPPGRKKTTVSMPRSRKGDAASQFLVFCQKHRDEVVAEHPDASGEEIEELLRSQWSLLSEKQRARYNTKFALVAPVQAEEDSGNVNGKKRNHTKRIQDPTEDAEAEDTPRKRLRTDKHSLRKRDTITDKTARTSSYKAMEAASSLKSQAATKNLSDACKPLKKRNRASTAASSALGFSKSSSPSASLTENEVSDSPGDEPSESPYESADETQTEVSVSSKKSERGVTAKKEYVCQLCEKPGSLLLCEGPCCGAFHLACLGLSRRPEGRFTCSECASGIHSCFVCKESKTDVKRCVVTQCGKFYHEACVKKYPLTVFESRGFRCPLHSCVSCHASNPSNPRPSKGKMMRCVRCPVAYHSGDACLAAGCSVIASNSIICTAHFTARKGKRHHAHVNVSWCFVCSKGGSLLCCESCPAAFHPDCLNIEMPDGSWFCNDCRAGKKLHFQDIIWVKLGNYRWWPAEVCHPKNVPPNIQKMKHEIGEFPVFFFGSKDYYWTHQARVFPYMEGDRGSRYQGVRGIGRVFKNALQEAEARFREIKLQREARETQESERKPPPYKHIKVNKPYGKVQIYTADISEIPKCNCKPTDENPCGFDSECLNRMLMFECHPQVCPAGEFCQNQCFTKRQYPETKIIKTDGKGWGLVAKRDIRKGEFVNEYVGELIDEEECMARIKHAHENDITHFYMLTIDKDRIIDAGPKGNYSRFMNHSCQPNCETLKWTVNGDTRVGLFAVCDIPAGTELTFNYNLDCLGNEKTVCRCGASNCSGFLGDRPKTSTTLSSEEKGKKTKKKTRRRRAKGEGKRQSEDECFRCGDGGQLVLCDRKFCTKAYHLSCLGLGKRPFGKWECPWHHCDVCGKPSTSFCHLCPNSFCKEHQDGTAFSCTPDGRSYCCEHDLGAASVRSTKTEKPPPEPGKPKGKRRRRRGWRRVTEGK
The depositor's hits bear a star; ? = inconclusive; · = not tested or not shown.

compound	PfHsp90 yeast 2	Rtt109 Vps75	SR-BI HDL uptake	dFosB activator	CAL PDZ FP-2	MITF act	SR-BI DiI-HDL act	CAL PDZ FP-1	PvdQ acylase	NSD2 HMT inh
N#CCSc1nc2ccccc2c(=O)n1CCCC(=O)NCC1CCCO1 (configuration not stated)	-22	-1	-5	-4	11	-8	5	-3	-1	-6
O=C(c1cccc(S(=O)(=O)N2CCOCC2)c1)N1CCOCC1	-16	11	-11	-4	-0.2	-7	11	·	4	3
O=C(Nc1ccccc1N1CCN(c2ccc(F)cc2)CC1)c1ccccc1	-5	2	?	-5	-3.7	2	-73	4	-6	10
CC1=C(C(=O)Nc2ccc(CC(=O)NCc3ccc(OC(C)C)cc3)cc2)SCCO1	5	-3	19	-1	-1.7	6	-19	-1	-9	-3
Cc1cc(C(=O)CN2CCCCC2)c(C)n1-c1ccc(F)cc1	-1	4	-7	-8	-1.5	31	7	-3	-11	6
Cc1cc(-c2nc3ccccc3s2)ccc1N	0	0	-5	-7	1.7	·	5	-1	-88	-3
Cc1c(Cl)cccc1NC(=O)CNC(=O)C1CC(=O)N(C2CCCC2)C1 (configuration not stated)	6	10	-23	-1	0.1	-8	23	·	2	39
Cc1ccc(OCC(=O)Nc2ccc3c(c2)C(=O)NC3=O)c(C)c1	17	1	42	-5	-1.1	3	-42	23	-2	-2
Cc1ccc(C(=O)N/C(=C\c2ccc(-c3ccccc3[N+](=O)[O-])o2)C(=O)NCCN(C)C)cc1	24	0	9	-6	2.0	-77	-9	·	-6	8
COc1cc(C(=O)NCCC(=O)NC2CCCCC2)cc(OC)c1OC	2	-2	8	0	-2.9	-11	-8	1	-2	-8
O=C(O)CCC(=O)N(Cc1ccco1)C1CC(=O)N(c2ccccc2)C1=O (configuration not stated)	8	-5	10	0	-1.3	-2	-10	-1	-2	-2
C=C1CC[C@@H]2[C@](C)(CCC[C@@]2(C)/C=C/[C@@H](O)C(C)(C)O)[C@H]1CC(=O)NCCS(=O)(=O)O	-14	-9	-30	-7	0.0	-5	30	-3	-17	·
COc1ccc2[nH]c(=O)c(CNc3ccccc3)cc2c1	5	-8	-8	0	0.4	17	8	0	-5	-2
Cc1ccc(C(=O)NCCc2ccc(S(N)(=O)=O)cc2)o1	12	-4	-21	3	0.7	-4	21	4	-12	-2
N#CCCN(Cc1cccnc1)S(=O)(=O)c1ccc(S(=O)(=O)NC2CCCCC2)cc1	-21	·	4	-2	-1.9	1	-4	-25	-5	1
O=C(Nc1ccc(Cl)cc1C(=O)Nc1ccc(Br)cn1)c1ccco1	13	-7	59	-7	-4.9	16	-59	·	-12	-1
COc1cc(C)c(C(=O)Oc2cc(C)c(C(=O)O)c(O)c2C)c(O)c1C(=O)O	18	6	-17	5	-1.0	-8	17	-8	-8	·
COc1ccc(CCNS(=O)(=O)c2cccc([N+](=O)[O-])c2)cc1OC	5	10	-15	1	-14	-8	15	-2	4	0
COc1ccc2ccc(O)c(CN(C)CC(=O)Nc3ccccc3C(F)(F)F)c2c1	-11	-3	-14	-12	-2.6	-22	14	-3	-1	1
CCCNC(=O)C12CCC(C)(c3nc4cc(C)c(C)cc4nc31)C2(C)C (configuration not stated)	21	18	30	-5	-1.3	3	-30	-5	13	-9
Cc1ccc2c(c1)-c1c(ssc1=S)C(C)(C)N2C(=O)c1ccco1	3	-1	23	-3	-1.7	-6	-23	-1	-12	5
COc1ccc(Cn2c(O)c(C=Nc3ccc(C)cc3)c3ccccc3c2=O)cc1	-5	-8	30	-14	-1.4	-9	-30	-1	-8	-1
CCCN(CC(=O)Nc1ccccc1C)C(=O)CCCOc1ccc(Br)cc1	28	9	18	-6	-1.2	-6	-18	·	-13	-1
CCC1CCCCN1CCCNC(=O)Cn1ncc2c([nH]c3ccc(C)cc32)c1=O (configuration not stated)	-27	1	-10	0	3.5	-7	10	-3	-9	-5
COCCN(Cc1ccccc1)C(=O)c1ccc2c(c1)NC(=O)CS2	-16	-1	-30	-5	0.8	-5	30	0	-16	-2
Cc1nn2c(-c3ccc(S(=O)(=O)N4CCN(C)CC4)o3)nnc2c2ccccc12	-8	-1	-8	-42	0.5	-4	8	1	-13	0
CCOc1ccc(N2C(=O)/C(=C/c3ccc(C)o3)N(C)C2=S)cc1	7	12	-14	-8	0.6	0	14	·	-15	0
COc1cccc(CN(Cc2ccccc2F)S(=O)(=O)c2ccc(S(=O)(=O)NCc3ccccc3)cc2)c1	-13	-2	9	-6	-3.1	11	-9	-3	-3	-1
COc1ccc2nc3oc(C(=O)N4CCN(c5cccc(C(F)(F)F)c5)CC4)cc3cc2c1	-9	5	-9	-1	·	6	9	-7	-6	3
O=C(CCCN1C(=O)C2CCCCN2C1=O)N1CCN(c2ccc([N+](=O)[O-])cc2)CC1 (configuration not stated)	-4	-7	35	-2	·	-2	-35	-3	-2	1
O=c1n(Cc2ccc(Cl)cc2)c2sc3c(c2c2ncnn12)CCCC3	-27	2	-3	-7	·	5	3	4	-10	2
CCc1ccc2c(c1)cc(CN(C(=S)Nc1ccc(Cl)cc1)C1CC1)c1nnnn12	1	-7	2	-16	-2.2	6	-2	-2	-5	-6
Cc1ccc(-c2c(C#N)c(N)nc3c2CCCCCC3)o1	-21	1	2	-1	-4.6	-5	-2	-3	-12	-1
CCCCOc1c(Br)cc(/C=C2\N=C(C)OC2=O)cc1OCC	15	9	14	-1	-2.4	-6	-14	1	-16	-3
O=C(CCSc1nc2cc(Cl)ccc2o1)N1CCOCC1	·	26	15	-9	-1.4	·	-15	1	2	-3
CCN(CC)C(=O)c1[nH]cnc1C(=O)N[C@@H](Cc1ccccc1)C(=O)OC(C)(C)C	-6	2	-15	1	-0.2	-3	15	-2	-4	·
CCC(c1nnnn1Cc1ccc(F)cc1)N1CCN(C2CCCCC2)CC1 (configuration not stated)	6	-1	-6	-1	0.1	18	6	-4	13	3
COC(=O)C1=C(C)NC(=O)/C1=C\c1cc(C)n(-c2cc(C)cc(C)c2)c1C	11	5	12	-12	0.3	12	-12	4	-3	6
CCOC(=O)Cn1nnnc1C	24	-3	-15	-9	0.2	5	15	0	2	-5
CC1(C)CC(=O)C(C=NCCN2CCN(CCc3ccccc3)CC2)=C(O)C1	10	-7	-7	-4	-0.6	14	7	1	-9	6
COCCCN1CN=C(Nc2nc3ccccc3o2)NC1	-53	2	-13	0	-0.7	35	13	2	-4	-3
Cc1cc(C)c(S(=O)(=O)NCCCn2ccnc2)c(C)c1	-1	-2	-26	-12	-2.7	-10	26	-1	-10	2
Cc1cc(N(C)Cc2ccccc2)nc2cc(O)ccc12	4	-1	6	-22	-0.5	14	-6	-3	-6	0
COC(=O)c1ccc(OC)c(Cn2c(=O)n(C)c(=O)c3ccccc32)c1	30	1	0	-4	-0.9	·	0	-4	-1	0
CCn1nc(C)c(CNC(=O)c2cc(COc3ccccc3SC)on2)c1C	8	-3	13	-6	-0.2	-5	-13	-2	1	-5
CN(CC1CCN(CCc2cccc(C(F)(F)F)c2)CC1)C(=O)c1ccccc1	6	-2	7	0	-0.2	·	-7	-2	-3	11
Cn1c2ccccc2c2cnn(CC(=O)Nc3cccc(F)c3)c(=O)c21	21	-22	-18	6	-0.3	-15	18	-18	-11	-5
Cc1ccc(O)c(-c2cc(C(=O)NCc3ccc4c(c3)OCO4)[nH]n2)c1	3	-2	-16	-4	-1.4	-4	16	-3	-14	-2
Cc1cccc(C)c1OC(=O)CN1C(=O)c2ccccc2C1=O	-15	-2	1	8	-0.4	·	-1	2	-9	-1
Cc1ccc(CNC(=O)c2ccc(S(=O)(=O)N(C)C)cc2)n1C	-12	-9	-4	-7	0.0	-4	4	4	-5	2
CCOC(=O)N1CCN(Cc2nc3c(c(=O)n(C)c(=O)n3C)n2Cc2ccccc2)CC1	1	2	-32	-13	-0.1	·	32	·	-11	·
OC(COC(c1ccc(F)cc1)c1ccc(F)cc1)CN1CCCC1 (configuration not stated)	10	3	-38	9	-0.2	5	38	-2	5	1
CN(c1ccccc1)c1ccc(/C=C(\C#N)c2nnc3n2CCCCC3)cc1[N+](=O)[O-]	-20	4	-9	-7	0.8	11	9	0	-2	9
CC(C)Cc1ccc(S(=O)(=O)N2CCN(c3ccccn3)CC2)cc1	-9	-2	-12	-1	-1.4	-7	12	-4	-12	-3
Cc1cccc(N(CC(=O)NCCc2ccccc2)C(=O)CCC(=O)Nc2ccccn2)c1C	-9	8	16	-12	-1.3	-3	-16	·	8	0
COCCN(C(=O)COC(=O)c1ccc(C)s1)c1c(N)n(Cc2ccccc2)c(=O)[nH]c1=O	-8	6	-29	-3	-0.7	13	29	·	-5	-1
O=C(Nc1cccc(C(=O)N2CCCC2)c1)C1CCCC1	4	-8	-12	3	-0.7	-11	12	-7	-17	·
O=C(Nc1ccccc1F)C1CCN(C(=O)NC2CCCCC2)CC1	1	-2	3	5	-0.6	-2	-3	1	-4	-8
Cc1c(C(=O)N2CCC(N3CCSCC3)CC2)oc2c(F)cccc12	-1	-4	26	-8	-1.6	17	-26	-5	3	10
CC1CCCN(C(=O)c2ccc3c(c2)OCCO3)C1 (configuration not stated)	4	1	-4	-3	-0.4	22	4	·	-13	-2

Next part:
compound	PfHsp90 yeast 2	Rtt109 Vps75	SR-BI HDL uptake	dFosB activator	CAL PDZ FP-2	MITF act	SR-BI DiI-HDL act	CAL PDZ FP-1	PvdQ acylase	NSD2 HMT inh
CN(CC(=O)Nc1cccc(F)c1)C(=O)CCC1CCCCC1	·	-8	-14	-4	-2.2	11	14	-3	-2	-4
O=C(CSc1ccsc1[N+](=O)[O-])N1CCCCCC1	5	24	-20	1	-1.3	6	20	0	2	43
O=C(NCCN1CCOCC1)c1c(O)nc2ccccn2c1=O	-24	-1	-15	-6	-3.4	10	15	-7	-23	·
COC(=O)[C@@H](N)CS	7	-1	-5	5	0.0	0	5	-3	-7	·
O=C(Nc1ccccc1)N1CCCN(Cc2ccccc2F)C1	-14	-2	-5	-4	-1.0	-9	5	-2	-15	-5
CN1CCCN(C(c2ccccc2)c2ccc(Cl)cc2)CC1 (configuration not stated)	7	6	-17	4	-0.6	12	48	-5	3	·

From PubChem
